CDK5 inh: inhibitors of human CDK5/p35 kinase, primary screen, biochemical, single concentration; Cyclin-dependent kinase 5 (Homo sapiens) + Cyclin-dependent kinase 5 activator 1 (Homo …; Recombinant CDK5/p35, ADP-Glo luminescence, 60 min; inhibition, % at 10 µM; actives 0.01% (n = 330,000);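 active means highest replicate inhibition of at least 50% and at least 75% of replicates reaching 50%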;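 further: plate controls were DMSO neutral control for no effect and GW8510 at 10 µM for full effect; many of its hits are not listed in these tables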
SR-BI DiI-HDL act: activators of SR-BI mediated DiI-HDL uptake, primary screen, ldlA[mSR-BI] CHO cells, DiI fluorescence; actives 0.096% (n = 320,000); activation, % at 12.5 µM; 3 h; 100 = double the neutral-control signal;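 active means mean replicate activation of at least 60% and every replicate at or above 60%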;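 further: 0% = median plate neutral-control signal and 100% = twice that signal; values of inactives mirror those of a sister screen read the other way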
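Assay system: CHO ldlA[mSR-BI] cells, LDL receptor-null, SR-BI overexpressing; medium: Ham's F12 with 0.5% BSA, HEPES 25 mM, pH 7.4; also added: DiI-HDL 10 µg/mL; timing: 3 h uptake period with compound, 37 °C; signal: DiI fluorescence, bottom read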
Rtt109 Vps75: inhibitors of C. albicans Rtt109/Vps75 HAT, primary screen, biochemical, ThioGlo CoA-SH fluorescence, plate reader; Histone acetyltransferase RTT109 (Candida albicans (strain SC5314 / ATCC MYA-2876)), …; purified Rtt109/Vps75, 4 h; actives 0.16% (n = 330,000); inhibition, % at 34.9 µM;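 active means inhibition of at least 50% in every replicate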
Target sequence (Q5AAJ8 whole entry, looked up): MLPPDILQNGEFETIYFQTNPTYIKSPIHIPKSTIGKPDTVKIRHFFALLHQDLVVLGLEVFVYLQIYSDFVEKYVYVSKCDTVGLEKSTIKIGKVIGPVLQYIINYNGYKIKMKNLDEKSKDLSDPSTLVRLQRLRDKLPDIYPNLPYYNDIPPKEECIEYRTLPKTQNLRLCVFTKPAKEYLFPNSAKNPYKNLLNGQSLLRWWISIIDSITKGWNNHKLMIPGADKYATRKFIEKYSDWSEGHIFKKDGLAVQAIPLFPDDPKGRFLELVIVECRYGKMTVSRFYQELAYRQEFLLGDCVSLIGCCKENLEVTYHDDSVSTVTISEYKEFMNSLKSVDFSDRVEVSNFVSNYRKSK
MITF act: activators of MITF-driven TRPM1 promoter reporter, primary screen, cell-based, SK-MEL-5, luciferase, single point | SK-MEL-5 TRPM1-promoter luciferase, 24 h; % of positive control, neutral wells = 0 | activation, % at 12.5 µM | actives 0.75% (n = 300,000);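 active means mean activation of at least 80% with every replicate also reaching 80%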;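 further: 0% = neutral control wells and 100% = parthenolide positive control wells; values of inactives mirror those of a sister screen read the other way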
dFosB act: activators of delta FosB homodimer, primary screen, biochemical, fluorescence polarization, TAMRA-CDK5 oligo, single point. Protein FosB (Mus musculus), P13346. activation, % at 25 µM. actives 0.99% (n = 340,000). AID 493131, 2011. purified delta FosB; percent of positive-control signal above neutral wells;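 active means mean activation above about 17%, with every replicate also reaching it, limit read from the data, passing the limit was not always enough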;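 further: fluorescence polarization rise as delta FosB binds a TAMRA Cdk5 AP-1 oligo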
Target sequence (P13346 whole entry, looked up): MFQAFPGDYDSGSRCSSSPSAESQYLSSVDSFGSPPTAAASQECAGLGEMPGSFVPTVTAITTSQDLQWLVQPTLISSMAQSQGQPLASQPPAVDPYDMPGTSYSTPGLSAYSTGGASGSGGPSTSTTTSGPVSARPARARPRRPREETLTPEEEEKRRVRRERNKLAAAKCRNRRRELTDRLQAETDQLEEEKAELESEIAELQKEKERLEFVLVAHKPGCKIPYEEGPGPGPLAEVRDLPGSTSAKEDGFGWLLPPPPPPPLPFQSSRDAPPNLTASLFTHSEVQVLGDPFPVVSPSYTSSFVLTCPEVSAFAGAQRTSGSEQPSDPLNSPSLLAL
RTF Ca sens act: cardiac RTF calcium sensitivity activators, primary screen, biochemical, IANBD-TnC fluorescence, EC20 calcium | IANBD-labeled TnC RTF fluorescence at EC20 calcium; 0% EC20 calcium, 100% full calcium | activation, % at 7.2 µM | actives 0.24% (n = 340,000);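 active means activation above the mean over all tested compounds plus 3 SD, cut at about 30% in these data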;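 further: rise in fluorescence read as greater calcium sensitivity of cardiac thin filaments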
PvdQ acylase: P. aeruginosa PvdQ acylase inhibitors, primary screen, biochemical, fluorescence, plate reader and imaging, single point. PvdQ acylase [Pseudomonas aeruginosa LESB58]. purified PvdQ acylase. inhibition, % at 10 µM. actives 0.063% (n = 340,000). AID 488965, 2010; in the data active means inhibition above about 30%, passing the limit was not always enough;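 further: 0% = vehicle neutral wells and 100% = reference inhibitor wells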
SR-BI HDL uptake: inhibitors of SR-BI mediated HDL lipid uptake, primary screen, ldlA[mSR-BI] cells, fluorescence, single point. Scavenger receptor class B member 1 (Mus musculus), Q61009. ldlA[mSR-BI] CHO cells, DiI-HDL uptake fluorescence, 3 h. inhibition, % at 12.5 µM. actives 0.96% (n = 320,000);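 active means mean replicate inhibition of at least 70% and a set share of replicates each scoring 70 or more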;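 further: 0% = median of neutral control wells and 100% = median of positive control wells; values of inactives mirror those of a sister screen read the other way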
HTR5A ag ctr: HTR5A agonists in luminescence cell assay, primary screen, counter-screen for OPRM1-OPRD1 heterodimer agonist project, full-deck HTS; actives 0.61% (n = 340,000); activation, % at 9.3 µM; 5-hydroxytryptamine receptor 5A (Homo sapiens), P47898; cell-based; AID 504692, 2011; in the data active means activation mostly above about 9.5%, no sharp cut-off; inactive means mostly below about 7.6%;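 further: 0% = cells with vehicle only and 100% = reference agonist; strong numbers were not always called active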
Wnt act: Wnt/beta-catenin pathway activators, primary screen, cell-based, plate reader, single point | Wnt/beta-catenin reporter cell assay, activator | activation, % at 9.35 µM | actives 1.2% (n = 300,000) | AID 743398, 2014; in the data active means activation above about 30%, passing the limit was not always enough;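 further: 0% = neutral control wells and 100% = positive control wells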
An asterisk follows results filed as active; / = no result given.

Results follow in this order: CDK5 inh	SR-BI DiI-HDL act	Rtt109 Vps75	MITF act	dFosB act	RTF Ca sens act	PvdQ acylase	SR-BI HDL uptake	HTR5A ag ctr	Wnt act
1	Oc1ccc(O)c(-c2cnns2)c1
→ 3.3	21	10	7	-3	1	0	-21	13	/
2	O=C(C1COc2ccccc2O1)N1CCN(c2nc3c(F)cc(F)cc3s2)CC1 (stereo not drawn)
→ 0.8	-29	-1	25	-15	13	-10	29	-2	4
3	O=C1Nc2ccccc2SC1c1ccccc1 (stereo not drawn)
→ -1.7	/	6	-1	-1	2	-3	/	-1	0
4	COc1ccc(N2CCN(S(=O)(=O)/C=C/c3ccccc3)CC2)cc1
→ -1.1	21	2	/	-3	-5	-3	-21	8	-8
5	Cc1ccc(N2CC(C(=O)OCC(=O)C(C)(C)C)CC2=O)cc1C (stereo not drawn)
→ -0.5	-1	/	/	-8	-4	-11	1	-1	/
6	COC(=O)CN(c1ccc(Cl)cc1C)S(C)(=O)=O
→ -1.1	-10	-7	0	8	-1	6	10	0	12
7	Cn1cc(C(=O)Nc2ccc(Cl)cc2)c(C(F)(F)F)n1
→ 0.7	-32	-3	-19	-3	-2	-7	32	0	-7
8	CC(C)(C)NC(=O)CN(Cc1cccs1)C(=O)CCN1CCc2ccccc21
→ 0.2	-18	-3	5	-10	-7	-8	18	-3	-4
9	COC(=O)c1sccc1NC(=O)C1C2C=CC(O2)C1C(=O)O (stereo not drawn)
→ 0.4	18	-1	-10	-4	3	-11	-18	-1	4
10	CC(NC(=O)c1cccnc1)C(c1cccs1)N1CCN(C)CC1 (stereo not drawn)
→ 0.9	15	-5	/	2	-8	5	-15	-3	-3
11	COc1ccc(OC)c(NC(=O)CNC(=O)Cn2cnc3sc(C)cc3c2=O)c1
→ 1.0	-10	-10	2	-12	9	-10	10	4	-2
12	N=c1sccn1CC(=O)Nc1cc(S(=O)(=O)N2CCCCC2)ccc1Cl
→ -1.4	/	3	-11	-1	3	-13	/	-1	-3
13	Clc1ccc2c(c1)CCc1cccnc1C2=C1CCNCC1
→ /	36	19	/	/	/	-16	-36	/	/
14	CSc1ccc(CNCCN2CCOCC2)cc1
→ 2.8	14	-26	2	-4	-6	-11	-14	2	-1
15	CCc1ccc(NC(=O)C(=O)NCCN2CCN(Cc3ccc([N+](=O)[O-])cc3)CC2)cc1
→ -1.8	24	-5	-19	-4	-3	13	-24	3	-3
16	CC1CCC2(CC1)NC(CO)(CO)CO2 (stereo not drawn)
→ 0.5	3	5	-3	2	0	3	-3	0	-7
17	Cc1ccc(NC(=O)c2cc(C(C)(C)C)nn2Cc2ccccc2)cc1
→ 0.1	-33	3	-2	0	-4	-3	33	11	3
18	Cc1ccccc1NC(=O)Cn1nc(C)n2cccc2c1=O
→ -1.8	/	-4	-1	1	1	-14	12	-2	-1
19	CC(C)C(c1nnnn1C1CCCCC1)N1CCOCC1 (stereo not drawn)
→ -0.9	6	/	/	2	-4	7	-6	0	-2
20	O=C(c1cc(N2C(=O)C3C4CCC(C4)C3C2=O)ccc1Cl)N1CCCCCC1 (stereo not drawn)
→ -1.1	-9	0	1	-6	-4	-9	9	-7	-3
21	Cc1cc(NC(=O)CCN2C(=O)/C(=C\c3ccccc3)SC2=S)no1
→ 0.8	-6	-5	2	40*	-1	13	6	3	5
22	O=C(CSc1nnc(-c2cccnc2)n1Cc1ccco1)Nc1nc(-c2ccc(F)cc2)cs1
→ -0.6	-61	-10	-7	7	-1	-12	61	1	-2
23	Cc1nc(-n2nnc3ccccc32)c2c3c(sc2n1)CCCC3
→ -0.8	-16	2	-3	-11	2	-3	16	-1	/
24	COCCOC(=O)CSc1ncccc1-c1nc2cc(C)c(C)cc2[nH]1
→ 4.4	-10	-3	33	-4	-2	15	10	0	25
25	Cc1ccc(S(=O)(=O)N2CCN(S(=O)(=O)N3CCC(C)CC3)CC2)c(C)c1
→ -1.2	3	-32	4	-7	-8	-8	-3	-2	-4
26	COc1cccc(N2C(=O)C3ON(c4ccccc4)C(c4cccs4)C3C2=O)c1 (stereo not drawn)
→ -0.6	-9	10	1	-1	1	9	9	2	-2
27	Cc1cccc(NC(=O)c2cccc(C(=O)Nc3cccc(C)c3C)n2)c1C
→ -1.2	/	3	-7	-4	-3	-16	/	1	-1
28	Clc1ccc(OCCCNCc2ccccc2)c(Br)c1
→ 0.7	32	-5	3	5	4	-8	-32	1	/
29	CCC(=O)Oc1ccc2c(c1)OC1(OC(C)=O)OC(C)CC1=C2C (stereo not drawn)
→ -0.4	4	19	16	-4	13	13	-4	6	1
30	O=C(OCCc1cc2ccccc2c(=O)o1)c1ccc2c(c1)OCO2
→ 0.7	-9	-3	76	4	-2	-13	9	-2	2
31	O=C(N[C@@H](Cc1ccccc1)C(=O)CCl)OCc1ccccc1
→ -0.2	-7	-3	-95	-3	-1	-8	7	11	-11
32	N#Cc1ccc(N2C(=O)[C@@H]3C(C(=O)C(c4ccccc4)c4ccccc4)=NN[C@@H]3C2=O)cc1
→ -2.0	-3	11	4	-1	4	11	3	8	11
33	O=C(O)c1ccc(CN2CCOCC2)o1
→ -1.5	10	-3	-4	-5	-2	2	-10	-2	0
34	Clc1ccc(-n2nnnc2Sc2ncnc3sccc23)cc1
→ -2.6	24	1	/	-3	-1	-18	-24	-4	/
35	O=C(Nc1ccccc1Cl)NC1(C(=O)N2CCCC2)CCCCC1
→ 2.7	-3	-3	-3	4	-1	-3	3	2	/
36	CCOC(=O)c1ccc(N/C(=N\S(=O)(=O)c2ccc(F)cc2F)c2ccccc2)cc1
→ 0.7	-17	3	8	-5	-2	0	17	1	1
37	COc1ccc(S(=O)(=O)n2[nH]c(=O)c(CCO)c2C)cc1
→ -0.8	8	2	-5	-5	-9	-2	-8	4	0
38	Cc1ccc(S(=O)(=O)N(C)c2ccc(C(=O)Nc3cccnc3)cc2)cc1
→ -3.8	-39	21	4	-3	-4	-20	39	5	2
39	COCCNc1c(-c2cc3ccc(C)c(C)c3[nH]c2=O)nc2ccccn12
→ 0.2	2	15	69	-5	2	5	-2	1	10
40	CCCNC(=O)c1cc(S(=O)(=O)N2CCc3ccccc32)cn1C
→ 0.5	4	-3	/	2	9	-13	-4	3	-1
41	CCOC(=O)C1=C(C)NC2=C(C(=O)CCC2)C1c1ccc(N(C)C)cc1 (stereo not drawn)
→ 0.7	9	-4	-4	6	1	-3	-9	-3	/
42	COc1ccc(N2CCN(C(=O)NC3CC(=O)N(c4ccc(OC)cc4)C3)CC2)cc1 (stereo not drawn)
→ 0.4	-7	3	-1	-3	5	5	7	10	1
43	CC(OC(=O)CCN=C1NS(=O)(=O)c2ccccc21)C(=O)Nc1ccc(F)c(F)c1F (stereo not drawn)
→ 0.8	2	26	4	-8	-2	6	-2	-1	-1
44	COCCNC(=O)C(c1ccc(F)cc1)N(Cc1ccco1)C(=O)CCC(=O)Nc1ccccn1 (stereo not drawn)
→ 0.1	22	-1	1	-8	0	-8	-22	-7	0
45	O=C(CN1CCN(Cc2ccccc2)CC1)N1CCCc2ccccc21
→ 0.3	19	-13	-2	-2	-4	11	-19	2	-2
46	CN(C(=O)c1cccc(NC(=O)Cc2cccc(NC(=O)C3CCN(C(=O)C4CCCCC4)CC3)c2)c1)C1CCC1
→ 2.0	-45	-4	-9	-8	4	-4	45	1	0
47	COC(=O)Nc1nc(C)c(C(=O)c2ccccc2)s1
→ -0.4	22	3	-22	2	9	-6	-22	-7	/
48	CC(C)CC1Nc2ncnc(N3CCN(c4ccccc4)CC3)c2N(Cc2ccc(Br)cc2)C1=O (stereo not drawn)
→ 0.1	1	-2	-6	0	5	-23	-1	4	-8
49	COc1ccc(C(=O)Nc2ccccc2)cc1NC(=O)c1cccs1
→ -0.1	-41	-2	0	-15	0	4	41	4	-3
50	COCCNC(=O)c1onc(CSc2cc(C)cc(C)c2)c1C(=O)O
→ 0.9	20	-4	-9	6	-3	-16	-20	0	10
51	COc1ccc(/C=N/Nc2ccccc2C(=O)O)cc1
→ -0.5	-4	-1	-1	3	-1	-7	4	3	42*
52	O=C(CCc1nc2ccccc2c(=O)[nH]1)Nc1nnc(SCc2ccccc2F)s1
→ 0.2	0	2	61	-15	4	-4	0	0	25
53	CCCCn1c(SCC(N)=O)nc2sc3c(c2c1=O)CCC3
→ 1.7	13	0	/	-2	-2	8	-13	-3	1

Compound profiles (already shown):
COc1ccc(C(=O)Nc2ccccc2)cc1NC(=O)c1cccs1 reads CDK5 inh = -0.1; SR-BI DiI-HDL act = -41; Rtt109 Vps75 = -2; MITF act = 0; dFosB act = -15; RTF Ca sens act = 0; PvdQ acylase = 4; SR-BI HDL uptake = 41; HTR5A ag ctr = 4; Wnt act = -3
Clc1ccc(-n2nnnc2Sc2ncnc3sccc23)cc1 reads CDK5 inh = -2.6; SR-BI DiI-HDL act = 24; Rtt109 Vps75 = 1; MITF act = /; dFosB act = -3; RTF Ca sens act = -1; PvdQ acylase = -18; SR-BI HDL uptake = -24; HTR5A ag ctr = -4; Wnt act = /
